# Assay outcomes from PubChem BioAssay.
# PREPL inhibitor – inhibits the human prolyl oligopeptidase-like enzyme; Q4J6C6; recombinant PREPL, fluorescence polarization activity-based probe; inhibition, % at 5.96 µM; 320,000 tested, 0.68% active; in the data active = inhibition above about 43%;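 note: 0% = enzyme with DMSO and 100% = wells lacking enzyme; many of its hits are not listed in these tables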
# LYPLA2 counter – counter-screen for PME1 inhibitors: inhibitors of human LYPLA2. inhibition, % at 5.9 µM. AID 2177. recombinant LYPLA2, FP-Rh probe fluorescence polarization. 320,000 tested, 0.38% active;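 active = inhibition above the screen-wide mean plus 3 SD, limit set per campaign, cut at about 26% in these data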;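 note: 0% = LYPLA2 with DMSO and 100% = wells lacking LYPLA2 enzyme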
# Target sequence (O95372 whole entry, looked up): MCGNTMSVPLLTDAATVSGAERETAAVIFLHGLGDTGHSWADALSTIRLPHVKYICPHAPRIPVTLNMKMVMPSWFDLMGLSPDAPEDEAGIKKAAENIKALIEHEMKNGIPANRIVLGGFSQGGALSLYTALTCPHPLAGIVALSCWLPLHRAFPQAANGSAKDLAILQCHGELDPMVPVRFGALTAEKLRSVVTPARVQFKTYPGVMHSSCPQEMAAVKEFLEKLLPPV
# PAFAH1B3 FP inh – PAFAH1B3 (human) inhibition; recombinant PAFAH1B3, FP-rhodamine probe, fluorescence polarization; AID 492972; Q15102; 340,000 tested, 0.28% active; inhibition, % at 3.39 µM;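 active = inhibition above the screen-wide average of all tested compounds plus 3 SD, cut at about 25% in these data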;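 note: 0% = enzyme with DMSO only and 100% = wells lacking PAFAH1B3 protein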
# Target sequence (Q15102 whole entry, looked up): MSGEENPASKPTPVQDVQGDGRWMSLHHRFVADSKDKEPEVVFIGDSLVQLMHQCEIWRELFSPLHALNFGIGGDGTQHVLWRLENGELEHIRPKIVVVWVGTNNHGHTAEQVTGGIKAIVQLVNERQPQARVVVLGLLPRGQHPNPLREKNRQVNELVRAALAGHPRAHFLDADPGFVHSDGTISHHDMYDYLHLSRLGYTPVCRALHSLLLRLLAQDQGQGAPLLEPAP
# PAD4 inh – PAD4 (human) enzyme inhibition; Q9UM07; 330,000 tested, 0.41% active; inhibition, % at 6.36 µM; AID 485272; recombinant PAD4, RCA probe fluorescence polarization;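 active = percent inhibition above a cutoff equal to the mean of all tested compounds plus 3 SD, cut at about 15% in these data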;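 note: 0% = PAD4 with RCA probe and DMSO and 100% = probe without PAD4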
# GSTO1 counter – GSTO1 inhibition, counter-screen for RBBP9 inhibitors; AID 1974; inhibition, % at 5.96 µM; recombinant GSTO1, activity-based probe fluorescence polarization; P78417; 300,000 tested, 1.1% active;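 active = inhibition above the campaign mean inhibition plus 3 SD, cut at about 35% in these data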;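 note: 0% = GSTO1-1 with DMSO and 100% = wells lacking GSTO1-1 enzyme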
# LYPLA1 counter – blocks human lysophospholipase 1, a PME1 counter-screen; O75608; recombinant LYPLA1, FP-Rh probe fluorescence polarization; inhibition, % at 5.9 µM; 320,000 tested, 0.16% active;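 active = inhibition above the mean of all tested compounds plus 3 SD, set per campaign, cut at about 14% in these data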;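 note: inhibitors block serine hydrolase probe labeling of LYPLA1 so polarization falls; 0% = enzyme with DMSO and 100% = wells lacking LYPLA1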
# Target sequence (O75608 whole entry, looked up): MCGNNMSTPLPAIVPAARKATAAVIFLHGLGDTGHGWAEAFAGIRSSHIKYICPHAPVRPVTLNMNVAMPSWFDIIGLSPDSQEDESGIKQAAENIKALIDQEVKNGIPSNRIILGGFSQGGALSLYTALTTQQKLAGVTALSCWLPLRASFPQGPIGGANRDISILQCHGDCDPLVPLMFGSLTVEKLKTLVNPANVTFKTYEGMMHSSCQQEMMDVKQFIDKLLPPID
# EBNA-1 inhibitor – blocks EBNA-1 binding to DNA; EBNA-1 DNA binding, fluorescence polarization; inhibition, % at 14.8 µM; 300,000 tested, 0.34% active; in the data active = inhibition above about 28%
# ZTA DNA inh – counter-screen for EBNA-1 inhibitors: inhibitors of Epstein-Barr virus ZTA; ZTA-DNA binding, fluorescence polarization; inhibition, % at 11 µM; 320,000 tested, 0.15% active; AID 2234; in the data active = inhibition above about 33%
# Target sequence (P03206 whole entry, looked up): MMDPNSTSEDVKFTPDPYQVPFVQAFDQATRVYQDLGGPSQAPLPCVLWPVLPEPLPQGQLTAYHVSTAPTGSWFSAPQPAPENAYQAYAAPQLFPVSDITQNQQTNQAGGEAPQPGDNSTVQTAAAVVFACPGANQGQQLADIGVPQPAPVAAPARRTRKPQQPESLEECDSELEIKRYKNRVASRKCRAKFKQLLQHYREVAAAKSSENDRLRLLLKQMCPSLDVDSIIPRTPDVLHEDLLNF
# PAFAH2 inh – PAFAH2 (human) inhibition; Q99487; inhibition, % at 3.39 µM; AID 492956; 340,000 tested, 0.99% active; recombinant PAFAH2, FP-rhodamine activity probe, fluorescence polarization;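 active = inhibition above the mean over all tested compounds plus 3 SD, cut at about 30% in these data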;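 note: inhibitors block probe labeling of enzyme so polarization drops; 0% = enzyme with DMSO and 100% = wells lacking PAFAH2 protein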
# Numbers without * were called inactive; . = no result given; & = joins results of further samples. A portion of the library; the hit share may differ from the screen's.
SMILES,PREPL inhibitor,LYPLA2 counter,PAFAH1B3 FP inh,PAD4 inh,GSTO1 counter,LYPLA1 counter,EBNA-1 inhibitor,ZTA DNA inh,PAFAH2 inh
CCN1CCN(c2ccc(S(=O)(=O)N3CCOCC3)cc2NC(=O)c2ccccc2OC(F)F)CC1,17,6,-3,-1,2,2,-22,-6,1
COc1ccccc1-c1c(C)nn2c(-c3ccccc3)cc(C)nc12,4,6,4,0,-5,5,-4,-7,-3
COc1ccc(NC(=O)CCCC(=O)O)cc1Cl,0,-3,-4,-2,4,3,-6,-1,-2
CCN(CC)C(=O)CSCC(=O)Nc1ccccc1,7,4,-3,-5,0,1,0,3,4
Cc1ccc(NC(=O)CCc2nnc3ccc(NCc4ccco4)nn23)cc1,3,-1,2,0,1,-4,1,13,2
O=[N+]([O-])c1ccc(NCCc2ccccc2)c(Br)c1,17,-5,6,-1,11,0,-15,4,-7
CSCCC(NC(=O)c1ccccc1Cl)C(=O)NNC(=O)c1ccccc1O (stereo unspecified),0,4,7,0,23,2,-3,-8,-2
Cc1ccccc1-c1nnn(CC(=O)Nc2cccc(S(N)(=O)=O)c2)n1,-1,-3,2,1,-4,2,6,0,-4
COCC(=O)Nc1cc(C(=O)Nc2ccccc2)ccc1Cl,6,4,.,-3,4,3,-5,-15,.
Cc1ccc2nc(C)c3c(c2c1)COC3,12,1,3,-1,2,3,-6,-3,2
O=C(CCCn1nnnc1CN1CCOCC1)N1CCN(c2ccccc2F)CC1,16,4,9,0,1,-2,-7,-2,1
CN(C)CCN(Cc1ccccc1)C(=O)C1CCN(c2ncnc3c2nc2n3CCCCC2)CC1,14,2,-2,3,3,1,0,-6,4
Cc1cccc(C)c1Nc1nnc(SCc2cn3cccc(C)c3n2)s1,11,7,9,-1,-4,4,5,-3,7
COc1ccccc1-c1nnc(SCC(=O)c2c(N)n(C3CC3)c(=O)[nH]c2=O)o1,-4,5,6,-1,.,-5,.,-8,-5
S=C(NCc1cccs1)Nc1cc(Cl)cc(Cl)c1,-11,-31,-4,2,-13,-21,4,-6,-15
O=C(NCc1cccnc1)C(=O)Nc1nc(C23CC4CC(CC(C4)C2)C3)cs1,0,-3,8,-1,-1,-3,4,0,23
COc1ccccc1OCC(=O)OCC(=O)NC1CCCCC1,7,.,12,0,.,.,.,.,-7
Cc1ccc(C=C2C(=O)c3ccccc3C2=O)o1,-8,-2,-2,-4,24,-6,3,-2,-1
CC(C)c1ccc(OCC(O)CN2CCN(c3ccccc3)CC2)cc1 (stereo unspecified),3,6,11&1,1,-1,2,0,-14,3&-16
Clc1ccc2nc(CSc3ccccc3)cn2c1,1,-6,3,-3,2,-3,-2,-16,-5
NC(=S)Nc1ccc(C(F)(F)F)cc1Cl,7,-1,-8,-1,1,-1,-8,5,1
CCc1c(C)nc2ncnn2c1N1CCCC(C(=O)NCCc2ccc(OC)cc2)C1 (stereo unspecified),1,-3,3,-1,0,-2,8,4,0
COc1ccc(S(=O)(=O)N(CC(=O)N2CCCCCC2)c2ccccc2OC)cc1,4,0,-5,-3,1,0,0,20,6
COc1cc(OC)cc(-c2oc3cccnc3c2C#CCCO)c1,-11,-4,3,-3,-6,-6,-5,11,-6
CC(C)c1ccc(S(=O)(=O)c2cnc(=S)[nH]c2N)cc1,17,9,2,0,5,2,12,-11,5
CC(C)CN(C(=O)CSc1nc(-c2ccccc2)cn1N)c1c(N)n(Cc2ccccc2)c(=O)[nH]c1=O,0,4,4,-4,4,-2,7,10,-1
O=C(NCc1ccco1)c1n[nH]c(=O)c2ccccc12,10,1,7,-4,4,1,-4,-8,4
O=C(NC1=NCCS1)c1ccc(-c2ccc(Cl)cc2)o1,-4,4,-2,1,0,-1,0,0,6
O=C(CCl)Nc1ncc(S(=O)(=O)c2ccc([N+](=O)[O-])cc2)s1,2,.,8,5,.,.,.,.,5
CCCn1c(O)c(N=Nc2ccc3ccccc3n2)c2ccccc21,4,-2,-3,-7,5,0,11,-6,-2
Cc1ccc([C@H]2C(C(=O)O)=CC[C@@H](c3ccc(Cl)cc3)N2S(=O)(=O)c2ccccc2C)cc1,0,.,-1,0,.,.,.,.,14
CC(=O)c1ccc(N2CCC(c3cc(-c4ccc(Cl)cc4Cl)n[nH]3)CC2)c([N+](=O)[O-])c1,29,-7,-8,-4,-7,-11,-10,4,-22
O=C(NCC(F)(F)F)Nc1nnc(C(F)(F)F)s1,3,-3,0,-3,12,1,8,-13,0
Cc1ccc2nc(SCC(=O)c3c(N)n(C)c(=O)n(C)c3=O)[nH]c2c1,-4,4,-2,4,-2,4,-8,-2,9
O=C(NCC1CCCO1)c1ccc(CNS(=O)(=O)c2cccc(Cl)c2)cc1 (stereo unspecified),-7,1,5,-2,3,-1,-5,2,9
Cc1cccc(-c2nc(C#N)c(NC3CCCCC3)o2)c1,6,-2,2,-4,0,-1,-3,8,1
O=S(=O)(c1ccccc1)N(CC1CO1)c1cc(Cl)ccc1Cl (stereo unspecified),2,5,4,1,92*,-2,-3,6,-1
CN1CCc2c(sc3c2c(=O)n(-c2ccc(Cl)cc2)c2nncn32)C1,11,4,-3,0,2,2,12,2,-3
Cc1cccc(C)c1OCC(O)Cn1c2ccccc2c2ccccc21 (stereo unspecified),4,-3,0,3,3,-9,1,-11,-10
CC(NC(=O)Cn1c(NCCO)nc2ccccc21)c1ccccc1 (stereo unspecified),0,0,0,-4,5,0,-2,2,3
COc1cc2[nH]c(=S)n(CC3CCCO3)c(=O)c2cc1OC (stereo unspecified),9,2,5,2,15,-2,-5,-3,11
N#Cc1c(NC(=O)CSc2nc3c(c(C(F)(F)F)n2)CCc2ccccc2-3)sc2c1CCCC2,8,6,7,-3,1,3,1,15,-5
Cn1c(=O)c2c(nc(NC3CCCC3)n2C)n(C)c1=O,2,5,7,-2,10,3,8,-1,0
COC(=O)/C=C1\SC(=NC(=O)c2ccc(-c3ccccc3)cc2)NC1=O,9,.,-38,-4,.,.,.,.,-33
CCCCCc1ccc(-c2ccc(=O)[nH]n2)cc1,-6,1,1,-1,7,-3,7,4,-2
CCOc1ccc(CNC(=O)Cn2nc(C)c3c(C)n(-c4ccc(C)cc4)nc3c2=O)cc1,8,9,-1,3,7,-1,-6,16,15
CCCCCCN[C@H]1CCC2C3CC=C4C[C@@H](O)CC[C@]4(C)C3CC[C@@]21C (stereo partly specified),7,.,1,-3,.,.,.,.,17
CCNC(=O)NC(=O)C(C)Oc1ccc(Br)cc1Br (stereo unspecified),-15,-6,7,-9,4,-3,5,11,0
CC1=C(C(=O)Nc2ccccc2)C(c2ccco2)NC(=O)N1 (stereo unspecified),-1,-1,10,-3,4,-1,0,11,-4
CCOc1cccc(C(=O)Nc2ccc(S(=O)(=O)Nc3cc(C)on3)cc2)c1,0,1,5,-2,-1,-1,15,14,-3

# Going on with the list.
SMILES,PREPL inhibitor,LYPLA2 counter,PAFAH1B3 FP inh,PAD4 inh,GSTO1 counter,LYPLA1 counter,EBNA-1 inhibitor,ZTA DNA inh,PAFAH2 inh
CCOc1ccc(S(=O)(=O)NC2=NCCCCC2)cc1,-3,-2,2,2,.,-1,.,1,-1
Cc1cc(C(=O)NCc2cc(C(=O)O)co2)co1,-4,10,0,-3,5,6,-13,-10,4
CC(=O)NC(Cc1ccccc1)c1ccc2c(c1)OCCCO2 (stereo unspecified),7,2,6,-1,4,0,9,0,6
CC1CCCC(C)N1C(=O)COC(=O)/C=C/c1ccco1 (stereo unspecified),16,.,1,-3,.,.,.,.,5
Cn1cc([N+](=O)[O-])c(C(=O)NCc2cc3ccccc3[nH]2)n1,-3,0,5,-2,6,7,-5,-8,-3
COc1cccc(OC)c1C(=O)Nc1cccc(S(=O)(=O)Nc2ccccc2Cl)c1,3,.,-2,-5,.,.,.,.,1
CC(C)(C)SC(=O)CC1NS(=O)(=O)OC2CCCCC12 (stereo unspecified),12,0,12,2,6,6,0,-15,5
CN(C)c1ccc(NC(=O)Cc2ccccc2)c2ccccc12,0,3,9,-5,3,-5,8,19,-5
Cc1cc(NC(=O)Cn2nnc3sc4c(c3c2=O)CCC(C(C)(C)C)C4)no1 (stereo unspecified),0,-10,1,-6,-1,-8,3,-6,-2
O=C(NNC1CC(=O)N(c2ccccc2)C1=O)c1ccccc1Cl (stereo unspecified),10,-1,8,-5,2,2,-14,1,7
O=C1CCC(C(=O)N2CCCC(C(=O)c3ccc4ccccc4c3)C2)=NN1 (stereo unspecified),18,-1,20,-5,3,0,-6,-1,-9
O=C(C(c1ccccc1)c1ccccc1)N1CCN(CC(O)COc2ccccc2)CC1 (stereo unspecified),6,1,5,0,12,1,-9,-10,-8
COC(=O)C1CSC(C(=O)OC)N1C(=O)CN1CCN(c2ccc(OC)cc2)CC1 (stereo unspecified),4,-1,2,-6,1,-3,-1,-5,-2
COc1ccc(C=O)cc1CSc1ccccn1,-7,-5,7,-4,-5,0,-7,-2,-5
CCN(CC(=O)Nc1ccc(OC(F)F)cc1)C1CCCCC1,10,2,-1,-1,9,-5,-13,-11,1
C#CCOc1ccccc1CNc1ccccc1,0,6,-4,-2,6,-1,-4,-20,0
CN(CCc1cn[nH]c1)C(=O)CC1C(=O)NCCN1Cc1cccc(Oc2ccccc2)c1 (stereo unspecified),11,5,-3,2,13,-1,0,-8,0
COc1cccc(-c2cccc(NC(=O)C3CCN(C4CCOCC4)CC3)c2)c1,11,-7,0,-9,-1,2,-18,-10,3
COc1ccc(C(=O)Nc2cccc([N+](=O)[O-])c2)cc1Br,3,7,8,-10,-4,0,-3,-14,3
c1ccc(SCc2nc3ccccc3s2)nc1,-2,5,0,0,-5,-2,-10,-7,1

# Retrieved by compound from above, 2 records:
SMILES,PREPL inhibitor,LYPLA2 counter,PAFAH1B3 FP inh,PAD4 inh,GSTO1 counter,LYPLA1 counter,EBNA-1 inhibitor,ZTA DNA inh,PAFAH2 inh
O=C1CCC(C(=O)N2CCCC(C(=O)c3ccc4ccccc4c3)C2)=NN1 (stereo unspecified),18,-1,20,-5,3,0,-6,-1,-9
COc1cccc(-c2cccc(NC(=O)C3CCN(C4CCOCC4)CC3)c2)c1,11,-7,0,-9,-1,2,-18,-10,3

# (next part)
SMILES,PREPL inhibitor,LYPLA2 counter,PAFAH1B3 FP inh,PAD4 inh,GSTO1 counter,LYPLA1 counter,EBNA-1 inhibitor,ZTA DNA inh,PAFAH2 inh
CC(C)c1ccc(NC(=O)N2CCC(c3nc4ccccc4o3)CC2)cc1,13,13,8,-2,3,3,-13,-21,-3
COc1ccc(/C=C2\N=C(C)N(c3ccc4ccccc4c3)C2=O)cc1OC,33,-4,-3,-2,-1,-1,4,0,-2
CCOC(=O)N1CCN(C(=O)COC(=O)CSc2cc(C)c(Br)cc2C)CC1,2,3,1,0,12,0,8,0,0
CCc1ccc2c(c1)c(N=NC1=NC(=O)CS1)c(O)n2C,-1,-2,1,-4,1,-3,13,5,-2
CCOC(=O)C(NCc1ccccc1OC)(NC(=O)CC)C(F)(F)F (stereo unspecified),-1,-2,9,3,0,-3,1,13,-9
O=C(NCc1ccccc1)c1ccc(Cl)nc1,-4,2,.,-3,9,-1,1,11,.
COc1cc(C(=O)NC(=S)Nc2ccccc2N2CCCC2)cc(OC)c1OC,26,1,8,0,-4,-1,-11,11,4
Cc1ccc(S(=O)(=O)N2[C@@H](c3ccc(Br)cc3)C(C(=O)O)=C[C@H]2CC2CCCC2)cc1,13,.,2,-4,.,.,.,.,20
CCc1nnc(NC(=O)CCC(=O)NC2CCCCCC2)s1,-4,1,7,5,-2,0,-6,-12,5
CN(c1ccccc1)S(=O)(=O)c1cccc(C(=O)OCC(=O)NCc2ccco2)c1,-5,0,7,-4,-4,-1,3,7,24
